Compound activity as filed in PubChem BioAssay.
BAP1 block: inhibitors of human BAP1 deubiquitinase | Q92560 | activity remaining (% of control), % at 20 µM | 0.48% of 72,000 active | AID 436 | recombinant BAP1, Ub-AMC hydrolysis fluorescence kinetic; hits give low values;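 active = activity remaining at or below 50% of control, provided the compound also passes the data quality filters; inactive = the rest, including low values that fail the filters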;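 note: 100% = DMSO wells rate and 0% = substrate alone blank rate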
Target sequence (Q92560 whole entry, looked up): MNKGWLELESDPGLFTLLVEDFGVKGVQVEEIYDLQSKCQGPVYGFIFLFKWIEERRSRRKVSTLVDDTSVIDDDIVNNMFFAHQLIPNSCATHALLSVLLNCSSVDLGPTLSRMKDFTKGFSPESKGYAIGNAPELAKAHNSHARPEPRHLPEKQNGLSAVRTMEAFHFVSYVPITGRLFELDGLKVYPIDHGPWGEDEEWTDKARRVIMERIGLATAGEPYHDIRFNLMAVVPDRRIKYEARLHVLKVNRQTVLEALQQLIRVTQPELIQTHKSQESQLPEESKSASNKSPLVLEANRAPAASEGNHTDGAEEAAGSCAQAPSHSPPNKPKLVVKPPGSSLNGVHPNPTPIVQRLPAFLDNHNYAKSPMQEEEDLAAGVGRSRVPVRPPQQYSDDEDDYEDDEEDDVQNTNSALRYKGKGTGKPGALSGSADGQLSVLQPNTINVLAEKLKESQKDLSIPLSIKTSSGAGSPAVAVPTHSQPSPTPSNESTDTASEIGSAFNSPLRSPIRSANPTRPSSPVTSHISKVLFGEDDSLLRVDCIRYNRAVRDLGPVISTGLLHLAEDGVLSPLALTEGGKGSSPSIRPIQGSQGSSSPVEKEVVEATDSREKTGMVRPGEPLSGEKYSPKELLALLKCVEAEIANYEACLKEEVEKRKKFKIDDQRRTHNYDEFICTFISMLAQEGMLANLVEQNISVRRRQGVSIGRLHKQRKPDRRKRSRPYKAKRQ
HePTP inhibitor: inhibitors of human HePTP phosphatase | P35236 | recombinant HePTP phosphatase activity, OD absorbance | 0.64% of 110,000 active | inhibition, % at 20 µM | AID 521; in the data active = inhibition above about 50%;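 note: plate controls were vehicle for no effect and reference inhibitor for full effect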
Target sequence (P35236 whole entry, looked up): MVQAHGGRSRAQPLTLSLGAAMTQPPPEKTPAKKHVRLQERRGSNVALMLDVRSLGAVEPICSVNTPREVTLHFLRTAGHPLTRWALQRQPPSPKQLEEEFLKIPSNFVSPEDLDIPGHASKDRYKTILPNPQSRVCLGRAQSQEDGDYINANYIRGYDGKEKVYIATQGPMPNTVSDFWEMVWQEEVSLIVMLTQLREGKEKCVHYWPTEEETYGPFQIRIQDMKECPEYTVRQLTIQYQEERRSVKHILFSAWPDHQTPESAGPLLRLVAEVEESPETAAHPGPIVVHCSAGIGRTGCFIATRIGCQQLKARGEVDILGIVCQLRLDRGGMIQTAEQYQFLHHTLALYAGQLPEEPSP
Starred values were filed as active, the others as inactive; . = not tested or not shown; & = joins results of further samples.

BAP1 block	HePTP inhibitor	SMILES
114	9	O=C(NC1CCS(=O)(=O)C1)c1ccc(S(=O)(=O)NCC2CCCO2)cc1 (stereo not drawn)
93	3	O=C(Nc1ccc(NC(=O)c2ccco2)cc1)c1cnccn1
.	11	COC(=O)c1sc(NC(=O)C(Sc2ccccc2)c2ccccc2)c(C#N)c1C (stereo not drawn)
.	5	CC1CN(Cc2c(O)ccc3c4c(c(=O)oc23)CCC4)CC(C)O1 (stereo not drawn)
96	13	CCOc1ccc(N(CC)C(=O)COc2cc(=O)n(C)c3ccccc23)cc1
.	3	Cc1cc([N+](=O)[O-])ccc1-c1ccc(C(=O)NC(C)(C)C)o1
69	2	Cc1nc(Nc2ccccc2)[nH]c(=O)c1CCC(C)C
79	4	CCOC(=O)N1CCN(C(=O)C2CC(c3cc(OC)ccc3OC)=NO2)CC1 (stereo not drawn)
88	2	COc1cccc(C2=NOC(C(=O)NC(C)(C)C)C2)c1 (stereo not drawn)
.	-2	CC(Oc1ccccc1)C(=O)N1CCN(c2ccccc2)CC1 (stereo not drawn)
.	3	COc1ccc(-c2cc(=O)c3ccccc3s2)cc1
.	5	Cc1ccc(C2CC(=O)Nc3c2cc(Br)c2ccccc32)s1 (stereo not drawn)
100	3	COc1ccccc1N(CC(=O)Nc1ccc2c(c1)OCO2)S(=O)(=O)c1ccccc1
110	8	CCCN(c1nc(C)cc(OC)n1)S(=O)(=O)c1ccccc1
96	10	CCN1CCN(c2ncc3c(n2)CC(c2ccc(OC)c(OC)c2)CC3=O)CC1 (stereo not drawn)
.	-5	Cc1c(NC(=O)c2ccc(-c3ccc([N+](=O)[O-])cc3)o2)cccc1-c1nc2ncccc2o1
.	-5	CCCOc1ccc2c3c(c(=O)oc2c1OCCC)CCCC3
103	-4	CC(Nc1ccc(Br)cn1)c1cc(Cl)ccc1O (stereo not drawn)
.	6	O=C(N(c1cccc(C(F)(F)F)c1)C1C=CS(=O)(=O)C1)C(Cl)(Cl)Cl (stereo not drawn)
91	6	COc1ccc(CCC(=O)NCc2cnn(C)c2)cc1

Reformatted with values under each structure: entries from further up.
Values run as follows: BAP1 block	HePTP inhibitor
> CC1CN(Cc2c(O)ccc3c4c(c(=O)oc23)CCC4)CC(C)O1 (stereo not drawn)
  .	5
> COC(=O)c1sc(NC(=O)C(Sc2ccccc2)c2ccccc2)c(C#N)c1C (stereo not drawn)
  .	11
> CCCN(c1nc(C)cc(OC)n1)S(=O)(=O)c1ccccc1
  110	8
> COc1ccc(-c2cc(=O)c3ccccc3s2)cc1
  .	3

Later entries
BAP1 block	HePTP inhibitor	SMILES
.	-5	Cc1ccc(CNC(=O)C(=O)Nc2cccc(C(F)(F)F)c2)cc1
.	6	O=C(N/N=C/c1ccc(F)cc1)c1cc(Cl)cc(Cl)c1O
.	-16	COc1cc([N+](=O)[O-])ccc1-c1ccc(/C=C2/C(C)=C(C#N)c3nc(N)c(C#N)c(C)c32)o1
.	8	COc1cccc(/C=C2\SC(=S)N(c3cccc(Br)c3)C2=O)c1
.	0	O=C(COc1ccc(Br)cc1)Nc1ccc(Nc2ccccc2)cc1
.	6	CC1=C(C(=O)OC(C)C)C(c2ccc(Cl)cc2)NC(=O)N1 (stereo not drawn)
105	3	Cc1ccc(S(=O)(=O)CC(=O)Nc2ccc(S(=O)(=O)Nc3onc(C)c3C)cc2)cc1
95	12&3	CC(C)/C=C1\CCCCC1N(C)C(=O)NC(C)C (stereo not drawn)
.	7	CCOC(=O)C1=C(C)N(c2ccccc2)C(=S)NC1c1ccc(Br)cc1 (stereo not drawn)
.	2	Clc1ccccc1CSc1nnnn1-c1ccccc1
103	-1	CC(=O)C1C(c2cccc(F)c2)NC(=O)NC1(O)C(F)(F)F (stereo not drawn)
.	1	Cc1nnc(C)n1/N=C\c1ccc(C(F)(F)F)cc1
76	.	CC(=O)n1ccc2ccccc21
.	8	COc1cc(/C=C(/C#N)c2nc3ccccc3[nH]2)ccc1OC(C)C
.	5	O=C(c1ccc(N2CCN(C(=O)c3ccc(F)cc3)CC2)cc1)c1cccc(F)c1
.	2	CCOC(=O)C1=C(C)NC(=S)NC1c1ccc(OCc2ccc(Cl)cc2Cl)c(OC)c1 (stereo not drawn)
156	7	COc1ccc(S(=O)(=O)N2CCCC2C(=O)Nc2nc3c(s2)CCCC3)cc1 (stereo not drawn)
131	6	C/C(=N\O)C1(C)N(O)C(C)(C)C(c2ccco2)=[N+]1[O-] (stereo not drawn)
101	2	CCOC(=O)C1=C(N)OC2=C(C(=O)CC(C)(C)C2)C1c1ccco1 (stereo not drawn)
112	8	Cc1cc(C)nc(Sc2ccc3nnnn3n2)n1

Carrying on:
BAP1 block	HePTP inhibitor	SMILES
84	6	O=c1nc(NCc2ccco2)sc2ncccc12
108	9	O=C(CSc1nnc(Cc2cc(=O)[nH]c(=O)[nH]2)n1-c1ccc(Cl)cc1)NCC1CCCO1 (stereo not drawn)
119	-6	Nc1nnc(SCC(=O)Nc2ccccc2N2CCOCC2)s1
67	1	O=C(CN1C(=O)c2ccccc2C1=O)Nc1ccc(C(=O)Nc2cccc(O)c2)cc1
.	-6	O=C(CCCN1C(=O)c2cccc3cccc(c23)C1=O)OC/C=C/c1ccccc1
114	9	Cc1c(NC(=O)c2cccc(NC(=O)c3ccco3)c2)cccc1C(=O)O
.	7	Cc1ccc(S(=O)(=O)N(Cc2ccccc2)c2ccccc2C(=O)NC(C)C)cc1
.	8	C=CCn1c2ccccc2c2nnc(SC)nc21
67	8	Cn1nnc2cc(C(=O)Nc3cccnc3)ccc21
97	7	CCOC(=O)N1CCC(NC(=O)c2cccc3c2C(=O)N(CCOC)C3)CC1
62	-8	COc1cccc(-c2nnc(SCC(N)=O)n2-c2ccc(Cl)cc2)c1
63	-13	Cc1n[nH]c(C)c1S(=O)(=O)N(CC(=O)N1CCc2ccccc21)c1ccc(C(C)C)cc1
89	-1	Nc1nc2n(n1)C(c1cccs1)CC(c1ccccc1)N2 (stereo not drawn)
98	6	CC(C)OC(=O)CSc1nnc(-c2cccnc2)n1Cc1ccccc1
98	6	COc1ccc(-n2cnc3cc(NCc4cccs4)ccc32)cc1
.	-14	COc1cc(/C=C2\SC(N3CCCCCC3)=NC2=O)cc(OC)c1OC
119	7	CSc1ccc(Cl)c(C(=O)NCC(C)C)c1
81	.	Nc1ccc(C(=O)c2ccc3c(c2)OCCO3)cc1N
.	8	COc1ccc(C2(O)CCN(C(=O)c3ccc4c(c3)OCO4)CC2)cc1
.	9	Cc1ccc(C)c(OCCCCN2CCCC2)c1

6 records drawn at random from those above, as already listed:
BAP1 block	HePTP inhibitor	SMILES
119	7	CSc1ccc(Cl)c(C(=O)NCC(C)C)c1
.	2	Clc1ccccc1CSc1nnnn1-c1ccccc1
103	-1	CC(=O)C1C(c2cccc(F)c2)NC(=O)NC1(O)C(F)(F)F (stereo not drawn)
100	3	COc1ccccc1N(CC(=O)Nc1ccc2c(c1)OCO2)S(=O)(=O)c1ccccc1
.	8	COc1cccc(/C=C2\SC(=S)N(c3cccc(Br)c3)C2=O)c1
131	6	C/C(=N\O)C1(C)N(O)C(C)(C)C(c2ccco2)=[N+]1[O-] (stereo not drawn)

The list goes on.
BAP1 block	HePTP inhibitor	SMILES
.	0	CC(C)COc1ccc2[nH]c3c(c2c1)CCCC3=O
77	.	CCCSc1nc2c(c(=O)[nH]c(=O)n2C)n1Cc1ccc(Cl)cc1
55	4	CCOC(=O)c1ccc(N2C(=O)c3n[nH]c(C)c3C2c2ccc(OC)c(OC)c2)cc1 (stereo not drawn)
.	9	O=C(NCCN1C(=O)c2ccccc2C1(O)c1ccc(Cl)cc1)Nc1ccccc1 (stereo not drawn)
88	3	COc1cc(C2N(c3ccc(Cl)cc3)C(=O)C3CCCN32)cc(OC)c1OC (stereo not drawn)
105	5	COc1ccccc1N1CCN(C(=O)c2cc(C3CC3)on2)CC1
81	4	O=C(C1CCCO1)N1CCN(c2c3c(nc4cc(-c5ccc(F)cc5)nn24)CCC3)CC1 (stereo not drawn)
77	-7	Cc1ccccc1-c1nc(CN2CCC(C(=O)NCCCN3CCOCC3)CC2)c(C)o1
89	-9	O=C1CC(C(=O)O)c2ccccc2N1 (stereo not drawn)
95	3	Cc1ccc(C2CC(c3ccc(C)cc3)n3nc(N)nc3N2)cc1 (stereo not drawn)
100	.	CCC12CN3CC(CC)(CN(C1)C3c1ccc(OC(C)C)cc1)C2=O (stereo not drawn)
75	-2	NC(=O)C1CC(=O)N(c2ccc(OCC(=O)Nc3cccc(C(F)(F)F)c3)cc2)C1 (stereo not drawn)
80	.	COC(=O)c1ccc(-n2nnnc2SCC(=O)NC(C)(C)C)cc1
91	-1	Cc1cc(C(=O)OCC(=O)N2CC(=O)Nc3ccccc32)no1
103	9	COc1ccc(NC(=O)CCc2nc(-c3ccc(C)cc3)no2)c(OC)c1
83	0	Cc1cc(=O)oc2cc(OCC(=O)N3c4ccccc4CC3C)ccc12 (stereo not drawn)
56	.	CC12CC3CC(C1)CC(NC(=O)c1ccc4ccccc4n1)(C3)C2
99	10	COc1cccc(C2=NC(C)(C)NC(c3ccccc3O)C2)c1 (stereo not drawn)
.	1	Cc1ccccc1C(=O)Nc1sc2c(c1C(N)=O)CCCCC2
.	3	O=C(NC(Cc1c[nH]c2ccccc12)C(=O)OCC(=O)c1cccc([N+](=O)[O-])c1)Oc1ccccc1 (stereo not drawn)

Remaining list, next part.
BAP1 block	HePTP inhibitor	SMILES
95	1	O=C(CSc1ncnc2nc[nH]c12)N1CCOCC1
108	9	CCCCOC(=O)C1=C(C)Nc2ncnn2C1c1ccc(OC)c(OC)c1 (stereo not drawn)
.	1	COc1ccc(S(=O)(=O)Nc2ccc(Oc3ccccc3)cc2)cc1
.	9	Cc1cc2nc3s/c(=C/c4ccc(-c5ccc(Cl)cc5)o4)c(=O)n3c2cc1C
.	-5	Oc1ccc2c(c1)oc1cc(O)ccc12
.	49	COc1cc(Br)c(-c2cc3c(ccc4ccccc43)oc2=O)cc1OC
130	2	Clc1ccc(SCCCCn2cncn2)cc1
.	102*	C=CCN1C(=O)/C(=C\c2ccc(-c3ccc([N+](=O)[O-])cc3)o2)C(=O)NC1=S
89	-5	CC(=O)N(Cc1cc2cc(C)c(C)cc2n2nnnc12)CC1COCCO1 (stereo not drawn)
.	4	COc1ccccc1NC(=O)CSc1nnc(C)o1
.	-2	COc1ccc(/C=C2/SC(=O)NC2=O)c(OC)c1
.	6	O=C(Nc1cccc(Cl)c1)/C(=C\c1cccs1)NC(=O)c1cccs1
102	7	Cc1cc(C)c(C(=O)OCCNC(=O)c2cccnc2)cc1C
.	101*	S=c1[nH]nc2c3c4c(sc3n3c(=S)[nH]nc3n12)CCC4
75	13	CCOC(=O)C1=C(N)n2c(s/c(=C\c3cccnc3)c2=O)=C(C#N)C1c1cccnc1 (stereo not drawn)
.	-12	CN(C)c1ccc(NC2=NS(=O)(=O)c3ccccc32)cc1
104	9	CN(C)c1ccc(NC(=O)CSCc2nc3c(nnn3Cc3ccc(F)cc3)c(=O)[nH]2)cc1
.	10	COc1ccc(/C=C/C(=O)Nc2ncc(Cc3ccccc3Cl)s2)cc1
.	8	CC1=NN(c2ccccc2)C(=O)/C1=C/c1cc(C)n(-c2cccnc2)c1C
.	-16	NS(=O)(=O)c1ccc(CNC(=S)Nc2ccccc2)cc1

More records:
BAP1 block	HePTP inhibitor	SMILES
98	4	COc1cccc(CN2CCN(C(=O)c3cccc4ccccc34)CC2)c1OC
96	4	CCN1CCN(CC(=O)NC2CCCCC2)C(=O)C1=O
.	4	CCOC(=O)C1=C(N)n2c(s/c(=C\c3ccco3)c2=O)=C(C(=O)OC(C)C)C1c1ccco1 (stereo not drawn)
.	-3	COC(=O)c1c(-c2ccc(C(C)C)cc2)csc1N
97	9&-11	CCOc1ccc(C(=O)NCc2ccco2)cc1
.	0	NC1=NC(=O)/C(=C/c2ccc(OS(=O)(=O)c3ccc([N+](=O)[O-])cc3)c(Br)c2)S1
112	4	Cc1ccc(C(=O)Nc2ccccc2C(=O)N2CCCCC2C)cc1 (stereo not drawn)
.	0	CN(C)c1ccc(C(C2=C(O)CC(C)(C)CC2=O)C2=C(O)CC(C)(C)CC2=O)cc1
100	7	Cc1cc(NC(=O)C2CCCN(S(=O)(=O)c3c(C)noc3C)C2)n[nH]1 (stereo not drawn)
.	-6	Clc1ccc2c(c1)[C@H]1OCC[C@H]1[C@@H](c1ccco1)N2
111	6	O=C(Nc1cccc(C(F)(F)F)c1)C1C2CC3OC(=O)C1C3C2 (stereo not drawn)
.	-6	O=C1C(=O)N(Cc2ccccc2)C(c2ccccc2F)/C1=C(/O)c1ccccc1 (stereo not drawn)
104	9	Cc1ccc(Nc2nc(N)nc(CN3CCN(C)CC3)n2)cc1C
.	1	C=CCN1C(=O)/C(=C\c2cc(Cl)c(O)c(Cl)c2)SC1=S
.	4	O=C(CN(CC(=O)N1CCOCC1)S(=O)(=O)c1ccc(Br)s1)N1CCOCC1
.	4	COc1ccccc1C1NC(=O)c2sc(=S)n(-c3ccccc3)c2N1 (stereo not drawn)
.	-14	O=C(CSc1nc2ccccc2[nH]1)Nc1ccc(Cl)cc1
.	-2	CC(C)(C)c1ccc(OCC(=O)NC(=S)Nc2ccc(NC(=O)c3ccco3)cc2)cc1
89	3	O=C1C=C(NCc2ccc(Cl)c(Cl)c2)CC1

Compound profiles (already shown):
`O=C(Nc1cccc(C(F)(F)F)c1)C1C2CC3OC(=O)C1C3C2` (stereo not drawn) as listed: BAP1 block: 111; HePTP inhibitor: 6
`Cc1cc(NC(=O)C2CCCN(S(=O)(=O)c3c(C)noc3C)C2)n[nH]1` (stereo not drawn) as listed: BAP1 block: 100; HePTP inhibitor: 7
`C=CCN1C(=O)/C(=C\c2cc(Cl)c(O)c(Cl)c2)SC1=S` as listed: BAP1 block: .; HePTP inhibitor: 1
